BCR signal inh: qHTS Assay to Find Inhibitors of Chronic Active B-Cell Receptor Signaling; ABC-DLBCL IkBa-CBG/CBR reporter, luminescence ratio, 4 h; Potency, µM (series often up to 46.1 µM), for inactives: at the top dose ratio change, negative = lower green/red ratio, hits mostly inhibitors; 340,000 tested, 0.05% active; active means well fitted inhibition curve with a large enough effect in the signal ratio, with a control signal flat, not every such curve was filed as active; inconclusive means small, poorly fitted or top-dose-only effect, or effect the other way, or a change in a side signal; the % refers to the signal ratio;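 further: potency means the concentration at half of the fitted maximal effect; plate controls were basal doxycycline-induced cells for no effect and cells given 10 µM MG132 for full effect; MG132 reads +100%, hits lower the ratio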
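Compounds up to 46 uM were incubated four hours with TMD8 cells whose green CBG68 luciferase is fused to IkappaBalpha; red CBR luminescence normalised the signal, and concentration-effect curves were fitted to fusion, red and ratio data.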
Giardia killer: Small Molecules that selectively kill Giardia lamblia: qHTS. Giardia lamblia trophozoite viability. activity change, % at 7.66 µM, hits read low. 340,000 tested, 0.15% active. AID 540267, 2011; in the data active means activity change below about -80%; inconclusive means between about -30% and that limit;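 further: parasites exposed to compound for two days anaerobically before the ATP read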
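ATP-content bioluminescence gauges trophozoite survival. Cells (100/well) receive compound and incubate anaerobically for 48 hrs at 37 deg C; detection reagent follows for 15-30 min at room temperature.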
hERG WT inh: qHTS for Inhibitors of KCHN2 3.1: Wildtype qHTS; Voltage-gated inwardly rectifying potassium channel KCNH2 (Homo sapiens), Q12809; activity change, % at 1.84 µM; U2OS, BacMam KCNH2, thallium flux FluxOr; stronger effect = lower value; 340,000 tested, 0.37% active;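 active means maximum activity change below -70%; inconclusive means maximum activity change between -70% and -50%; inactive means maximum activity change above -50%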
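U2OS cells transduced with wild-type KCNH2 virus are loaded with FluxOr dye for 45 min, and thallium flux is measured in kinetic reads before and after stimulation buffer. Rate constants are normalized to DMSO controls.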
B2AR arrestin: qHTS assay of beta-arrestin-biased ligands of beta2-adrenergic receptor. Beta-2 adrenergic receptor (Homo sapiens), P07550. beta-arrestin recruitment to beta2AR, cell-based reporter. Potency, µM (titrated, usually from 46.1 µM), inactives show at the highest dose activation, most hits filed as activators. 330,000 tested, 0.02% active;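 further: potency means the concentration at half of the fitted maximal effect; 0% = DMSO controls and full agonism = EC100 isoproterenol or metaproterenol; nearly all actives have a fitted effect of over 65% in size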
Eya2 inh: qHTS Assay for Inhibitors of the Phosphatase Activity of Eya2; Protein phosphatase EYA2 (Homo sapiens), O00167; recombinant Eya2, OMFP fluorescence dephosphorylation (OMFP is methylfluorescein phosphate); Potency, µM (titrated, usually from 76.9 µM), without a hit: top-dose activity, negative = inhibition, usual class: inhibitors; 330,000 tested, 0.006% active; further: potency means the concentration at half of the fitted maximal effect
Target sequence (O00167 whole entry, looked up): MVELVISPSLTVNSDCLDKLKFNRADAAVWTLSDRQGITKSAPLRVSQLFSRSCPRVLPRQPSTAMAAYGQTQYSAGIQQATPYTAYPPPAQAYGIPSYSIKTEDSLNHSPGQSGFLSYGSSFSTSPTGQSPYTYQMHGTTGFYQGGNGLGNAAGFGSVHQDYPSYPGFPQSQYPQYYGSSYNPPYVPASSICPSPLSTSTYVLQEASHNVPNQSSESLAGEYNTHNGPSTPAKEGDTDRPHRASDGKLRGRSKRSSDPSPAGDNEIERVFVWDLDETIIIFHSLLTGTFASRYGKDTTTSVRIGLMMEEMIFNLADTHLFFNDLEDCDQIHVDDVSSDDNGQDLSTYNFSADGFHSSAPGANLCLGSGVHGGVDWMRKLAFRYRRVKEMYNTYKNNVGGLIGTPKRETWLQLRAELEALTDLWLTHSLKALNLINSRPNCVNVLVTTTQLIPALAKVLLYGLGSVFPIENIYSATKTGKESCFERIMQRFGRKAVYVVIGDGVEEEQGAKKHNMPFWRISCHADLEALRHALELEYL
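Eya2 (0.2 uM) preincubated 10 min at ambient with compound, then OMFP substrate added at 50 uM; 10 min reaction in 50 mM HEPES pH 7.5, 50 mM NaCl, 5 uM MgCl2, 0.05% BSA, 1 mM DTT. Fluorescence read at Ex 485/Em 525 nm.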
GALK inh: qHTS Assay for Inhibitors of Human Galactokinase (GALK); P51570; Purified GALK, Kinase-Glo residual ATP luminescence; Potency, µM (top dose mostly 57.5 µM), for inactives: top-dose activity change, negative = inhibition, actives largely listed as inhibitors; 270,000 tested, 0.007% active; AID 1868, 2009; further: potency means the concentration at half of the fitted maximal effect
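Human GALK (5 nM) with 35 uM ATP and 100 uM galactose in 20 mM HEPES pH 8.0, 5 mM MgCl2, 60 mM NaCl, 1 mM DTT, 0.01% BSA. After 1 h at room temperature, leftover ATP was read by Kinase-Glo Plus luminescence.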
PKM2 act: qHTS Assay for Activators of Human Muscle isoform 2 Pyruvate Kinase; 260,000 tested, 0.34% active; Potency, µM (top dose mostly 57.5 µM), inactives show at the highest dose activation, actives largely listed as activators; Pyruvate kinase PKM (Homo sapiens), P14618; purified PKM2, Kinase-Glo ATP luminescence, activation; response scale: 0% is enzyme alone, no compound; further: potency means the concentration at half of the fitted maximal effect; nearly all actives have a fitted effect of over 55% in size
Target sequence (P14618 whole entry, looked up, canonical isoform): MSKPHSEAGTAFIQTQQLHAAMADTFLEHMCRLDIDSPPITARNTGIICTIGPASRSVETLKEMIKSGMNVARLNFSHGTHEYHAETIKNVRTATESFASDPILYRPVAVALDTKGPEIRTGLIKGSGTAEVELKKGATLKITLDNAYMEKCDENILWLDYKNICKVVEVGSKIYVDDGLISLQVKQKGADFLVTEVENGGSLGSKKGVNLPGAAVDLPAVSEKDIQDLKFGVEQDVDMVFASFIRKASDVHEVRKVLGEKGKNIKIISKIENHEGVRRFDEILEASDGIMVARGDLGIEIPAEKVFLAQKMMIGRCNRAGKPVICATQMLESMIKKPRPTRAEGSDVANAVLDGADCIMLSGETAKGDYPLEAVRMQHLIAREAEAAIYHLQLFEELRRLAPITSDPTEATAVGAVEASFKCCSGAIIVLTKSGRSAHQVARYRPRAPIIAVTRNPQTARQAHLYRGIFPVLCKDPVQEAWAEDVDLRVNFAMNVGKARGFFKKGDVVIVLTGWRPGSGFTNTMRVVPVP
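hPK-M2, >95% pure; 0.1 mM ADP / 0.5 mM PEP final; imidazole pH7.2 buffer w/ 7 mM MgCl2, 50 mM KCl; 1 h RT; Kinase-Glo lum. Intermediate enzyme activity for dual inhibitor/activator qHTS.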
uPA generation: qHTS for Inhibitors of Cell Surface uPA Generation. cell surface uPA generation assay, qHTS. 330,000 tested, 0.31% active. AID 540303, 2011. Potency, µM (titrated, usually from 38.3 µM), for inactives: top-dose activity change, negative = inhibition, usual class: inhibitors; active means well fitted inhibition curve with a large enough effect; inconclusive means small, poorly fitted or top-dose-only effect; inactive means no such curve, though single readings can be large or run the other way; tested in mouse RAW 264.7 cells; further: potency means the concentration at half of the fitted maximal effect; nearly all actives have a fitted effect of over 55% in size
Coupling enz: qHTS Assay for Inhibitors of Fructose-1,6-bisphosphate Aldolase from Giardia Lamblia: Coupling assay counterscreen | coupling enzyme system counterscreen, AmpLite Red fluorescence | activity change, negative = inhibition, % at 58.2 µM, hits read low | AID 2472, 2010 | 290,000 tested, 0.67% active; in the data active means activity change below about -30%
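Counterscreen lacking aldolase: glyceraldehyde-3-phosphate coupling-enzyme reagent preincubated 10 min at RT with compound (at 57.5 uM final), then substrate/coupling system with AmpLite Red added; fluorescence read at 525/598 nm after 20 min RT.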
KCNH2 3.1 block: qHTS for Inhibitors of KCHN2 3.1: Mutant qHTS; Potassium voltage-gated channel subfamily H member 2, brain isoform KCNH2 3.1 (human); U2OS KCNH2 3.1, thallium flux FluxOr; stronger effect = lower value; activity change, % (tested at about 1.8 µM); 340,000 tested, 0.95% active; AID 720553, 2013;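 active means maximum activity change below -70%; inconclusive means maximum activity change from -70% to -50%; inactive means maximum activity change above -50%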;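 further: thallium influx rate constant from kinetic fluorescence after stimulation buffer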
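We transduce U2OS cells with the mutant 3.1 virus, culture them overnight, load FluxOr with Red40 quencher for 45 min, then add stimulation buffer and read kinetically for 2 min to derive a normalized rate constant.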
USP2a inh: qHTS Assay for Inhibitors of Ubiquitin-specific Protease USP2a Using CHOP2 as the Reporter; AID 463254, 2010; Ubiquitin carboxyl-terminal hydrolase 2 (Homo sapiens), O75604; Potency, µM (highest dose often 38.3 µM), without a hit: at the top dose activity change, negative = inhibition, most hits filed as inhibitors; 330,000 tested, 0.01% active; USP2 core, Ub-CHOP2 coupled fluorogenic reporter, 485/531;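 further: potency means the concentration at half of the fitted maximal effect; plate controls were DMSO wells for no effect and full inhibition by NEM control for full effect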
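Cell-free coupled assay: 10nM USP2 core preincubated 30min RT with compound in Tris-HCl pH 8.0/CaCl2/CHAPS buffer, then 25nM Ub-CHOP2 and 25nM reporter substrate; fluorescence (Ex 485/Em 531) read after 60min RT, normalized to NEM inhibition, concentration-response curves fitted.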
* hit, by the source's call; ? = inconclusive; . = not tested or not shown; [ ] = another dose, or the depositor's remark. Unless noted, the call rests on the fitted dose curve; in most records, active means well fitted curve in the direction sought with a large enough effect; inconclusive means small, poorly fitted or top-dose-only effect, or another doubt; inactive means no such curve, though single readings can be large; an effect the other way counts as inactive or inconclusive. Unless noted, on the % scale 0 is the no-effect control and ±100 the full control effect.

molecule,BCR signal inh,Giardia killer,hERG WT inh,B2AR arrestin,Eya2 inh,GALK inh,PKM2 act,uPA generation,Coupling enz,KCNH2 3.1 block,USP2a inh
C=CC[C@H](CC(=O)NCCO)C(=O)NC[C@@H](OC(=O)[C@H](CC=C)CC(=O)OC(C)(C)C)c1ccccc1,-1%,-6,-15,-1.4%,13%,.,.,11%,.,-2,5%
Cc1c(Cl)cccc1NC(=S)NC1CCN(C(C)C)CC1,-6%,4,2,-0.1%,0%,2%,2%,?,3,11,2%
O=C(CN(C(=O)Cn1nnc(-c2ccccc2F)n1)c1cnc2ccccc2c1)NCC1CCCO1 (stereo unspecified),-9%,-14,-13,-1.0%,-4%,3%,3%,0%,-3,-11,2%
COC(=O)c1cc(-c2ccc(NC(C)=O)cc2)nc2ccccc12,3%,-7,-5,-0.2%,-2%,14%,1%,-7%,2,.,-1%
CN(c1ccccc1C(=O)O)S(=O)(=O)c1ccc2[nH]c(=O)[nH]c2c1,4%,-8,-1,0.2%,-37%,.,.,4%,1,-11,-1%
O=C(Nc1ccc(F)cc1)C(c1ccccc1)N1CCN(CC(=O)N2CCCC2)CC1 (stereo unspecified),0%,10,0,0.0%,15%,.,.,-1%,.,-25,2%
Cn1c(=O)[nH]c(=O)c2c1nc(N/N=C/C(Br)=C/c1ccccc1)n2CCO,?,-14,-2,-0.4%,-7%,.,1%,-5%,1,2,-5%
N#CC1=C(Nc2ccccc2Cl)SC(c2ccccc2O)NC1=O (stereo unspecified),26%,-5,7,-0.6%,-5%,0%,-22%,-4%,13,4,-8%
CC(C)N1CCC(N2CCN(CCCc3ccccc3)CC2CCO)CC1 (stereo unspecified),9%,5,-5,2.8%,7%,-1%,15%,-1%,1,-12,0%
COC(=O)c1nn(-c2ccccc2)c(Sc2ccccc2)c1/C=N/O,?,-14,5,0.6%,1%,-2%,4%,4%,-5,-7,0%
CCOC(=O)C1(Cc2cccc(F)c2)CCN(C(=O)c2ccoc2C)CC1,1%,-10,5,-0.4%,-9%,0%,3%,-8%,-1,-5,0%
O=C(N/N=C/c1cccc(C(F)(F)F)c1)c1ccc(O)cc1,?,-5,0,0.2%,-26%,7%,-3%,-12%,-3,10,3%
O=C(NCC1CCCO1)C1CCN(c2ccc(S(=O)(=O)N3CCCC3)cc2)CC1 (stereo unspecified),-4%,1,4,-0.6%,15%,-4%,1%,.,-1,-5,0%
CC1CCN(CCOCCOc2ccccc2-c2ccccc2)CC1,-3%,17,30,-0.4%,-2%,1%,-7%,-4%,3,-29,-4%
COc1ccc(-c2cccc(NC(=O)c3ccc4c(c3)OCO4)c2)nn1,?,9,10,-0.1%,-31%,.,.,-7%,.,4,-11%
COc1cc(C(=O)N2CCN(S(=O)(=O)c3cccc(F)c3)CC2)ccc1OCC(=O)N1CCOCC1,-2%,4,-2,0.1%,-8%,.,.,6%,.,0,0%
CCCCC1(C(=O)OCC)CC(CN2CCOCC2)OC1=O (stereo unspecified),-5%,6,-3,-0.5%,4%,-1%,6%,-1%,-4,-7,4%
COc1cc(CCCN2C(=O)C(=O)NC[C@@H]2CCCCN)cc(OC)c1OC,-2%,-1,-1,-1.2%,-1%,-1%,0%,6%,0,3,-4%
Cc1cc(Nc2nc3ccccc3nc2Cl)n(-c2ccccc2C)n1,-5%,-5,-3,1.6%,-10%,1%,5%,?,1,-1,-10%
COC(=O)c1cc(NC(=O)CC2NCCNC2=O)cc(C(=O)OC)c1 (stereo unspecified),-1%,9,-24,-0.1%,-22%,1%,2%,.,5,2,1%
COc1ccc(C(=O)CSc2nc3ccc([N+](=O)[O-])cc3[nH]2)cc1,5%,-7,9,-0.7%,-1%,-4%,5%,-3%,-9,-6,5%
COc1cccc(NC(=O)N2CCN(c3nnnn3-c3ccccc3)CC2)c1,0%,9,-11,-0.1%,-15%,2%,3%,0%,11,11,-9%
O=C(c1cccc(S(=O)(=O)N2CCc3ccccc32)c1)N1CCN(c2ccccc2)CC1,?,-10,-9,0.2%,13%,.,.,4%,.,-35,-4%
CC(C)(C)NC(=O)C(c1ccccc1)N(Cc1cccs1)C(=O)c1csnn1 (stereo unspecified),5%,16,-8,-0.5%,-11%,0%,-4%,3%,1,-6,4%
O=C1CC(c2ccccc2Cl)Cc2c1cnn2-c1nc2ccccc2s1 (stereo unspecified),12%,.,.,0.0%,-4%,3%,-2%,.,0,.,4%
Cc1ccc(OCCOc2ccc(Br)cc2)c([N+](=O)[O-])n1,-11%,-12,4,-0.1%,-4%,4%,-3%,-6%,0,-2,-5%
Cc1ccc(CN(c2ccc(C(=O)NCc3cccnc3)cc2)S(C)(=O)=O)cc1,10%,3,-33,-0.1%,17%,0%,0%,.,2,-1,1%
CC(C)CNC(=O)CO/N=C/c1ccccc1Cl,?,-22,-20,-2.0%,7%,15%,0%,-3%,-2,-6,3%
Cc1ccc(CSc2nc3ccccc3c(=O)n2Cc2ccco2)cc1,?,-9,0,-0.1%,-6%,-1%,-2%,-4%,1,-16,0%
c1ccc(CNc2c3c(nc4ncnn24)CCC3)cc1,0%,1,6,-0.4%,-5%,2%,20%,-1%,21,-5,0%
CCc1cc(=O)oc2c(C)c(OCC(=O)N3CCC[C@@H]3C(=O)O)ccc12,1%,-26,-10,-0.3%,-4%,.,0%,-5%,2,-2,-2%
O=C1CN(C(=O)c2ccccc2C(=O)O)c2ccccc2N1,2%,-10,-6,0.2%,6%,0%,2%,1%,-1,-5,-1%
c1n[nH]c(NC2=NCCC2)n1,-1%,3,-3,0.2%,2%,3%,-4%,-2%,3,-8,-1%
COc1ccc(OC(C)C(=O)N2CCCc3ccccc32)cc1 (stereo unspecified),-2%,-19,8,-0.2%,0%,3%,1%,-3%,0,10,1%
CCn1cc(C(=O)NCc2ccccc2Cl)cn1,0%,18,4,0.8%,7%,-1%,-12%,0%,3,3,1%
O=C(c1cc(F)ccc1F)C1CCCN(C(=O)c2cccs2)C1 (stereo unspecified),0%,10,-7,-0.3%,1%,6%,-2%,1%,5,-10,3%
CC(OC(=O)COc1ccccc1[N+](=O)[O-])C(=O)Nc1ccc(N2CCOCC2)cc1 (stereo unspecified),8%,9,6,0.0%,2%,1%,-3%,0%,2,7,-7%
CC(OC(=O)c1ccc(Cl)c(S(=O)(=O)Nc2ccc(F)cc2)c1)C(=O)NC(N)=O (stereo unspecified),2%,-7,-6,-0.6%,1%,.,4%,6%,4,-1,8%
COc1ccc(CSc2nc(C)cc(=O)[nH]2)cc1Br,-7%,-14,43,0.0%,14%,1%,-10%,3%,13,-7,-7%
COC(=O)CSc1nc(SCc2ccccc2Cl)nc2c1CCCC2,?,-2,-8,-0.1%,3%,0%,-1%,4%,5,-14,0%
CCCN1CCN(C(=O)c2ccc(CS(=O)c3ccc(Cl)cc3)o2)CC1 (stereo unspecified),0%,9,-21,-0.4%,-5%,-7%,.,-3%,.,7,4%
CCN(C(=O)c1ccc(Cl)cc1[N+](=O)[O-])c1ccccc1C,8%,0,-3,-0.3%,10%,0%,-5%,-2%,-4,9,-1%
NC(=O)C1CCN(C(c2ccccc2Cl)c2nnnn2CC2CCCO2)CC1 (stereo unspecified),?,-7,13,-0.2%,-12%,-1%,-8%,6%,0,11,0%
O=C(CNC(=O)N1CC(=O)Nc2ccccc21)NCCc1cccc(F)c1,3%,33[activator],-2,-0.4%,-6%,0%,.,7%,1,-4,-1%

Screens deposited in PubChem by National Center for Advancing Translational Sciences (NCATS).
